BRCA1 expr act: qHTS Assay to Identify Small Molecule Activators of BRCA1 Expression | MCF7-BRCA1-FFLuc reporter, luminescence, 48 h; response scale: scaled: vehicle 0%, 10 µM genistein 100% | Potency, µM (titrated, usually from 46.1 µM), for the others: at the top dose activation, hits mostly activators | 1.1% of 380,000 active | AID 624202, 2012; further: nearly all actives have a fitted effect of over 80% in size; some results filed as inactive show a strong effect at the top dose
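Reporter cells (MCF7, BRCA1 promoter-firefly luciferase) received library compounds across a concentration series for 48 h. End-point luminescence was measured and concentration-effect curves derived after normalization.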
uPA generation: qHTS for Inhibitors of Cell Surface uPA Generation | AID 540303, 2011 | cell surface uPA generation assay, qHTS | 0.31% of 330,000 active | Potency, µM (titrated, usually from 38.3 µM), inactives show at the top dose activity change, negative = inhibition, hits mostly inhibitors; active means well fitted inhibition curve with a large enough effect; inconclusive means small, poorly fitted or top-dose-only effect; inactive means no such curve, though single readings can be large or run the other way; tested in mouse RAW 264.7 cells; further: on the % scale 0 is the no-effect control and ±100 the full control effect; nearly all actives have a fitted effect of over 55% in size
FLuc counter: qHTS profiling assay for firefly luciferase inhibitor/activator using purifed enzyme and Km concentrations of substrates (counterscreen for miR-21 project); Luciferin 4-monooxygenase (Photinus pyralis), P08659; purified FLuc, Km substrates, luminescence inhibition; Potency, µM (highest dose often 57.5 µM), without a hit: at the top dose activity change, negative = inhibition, most hits filed as inhibitors; 6.9% of 360,000 active;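 further: plate controls were vehicle for no effect and reference inhibitor for full effect; nearly all actives have a fitted effect of over 55% in size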
Target sequence (P08659 whole entry, looked up): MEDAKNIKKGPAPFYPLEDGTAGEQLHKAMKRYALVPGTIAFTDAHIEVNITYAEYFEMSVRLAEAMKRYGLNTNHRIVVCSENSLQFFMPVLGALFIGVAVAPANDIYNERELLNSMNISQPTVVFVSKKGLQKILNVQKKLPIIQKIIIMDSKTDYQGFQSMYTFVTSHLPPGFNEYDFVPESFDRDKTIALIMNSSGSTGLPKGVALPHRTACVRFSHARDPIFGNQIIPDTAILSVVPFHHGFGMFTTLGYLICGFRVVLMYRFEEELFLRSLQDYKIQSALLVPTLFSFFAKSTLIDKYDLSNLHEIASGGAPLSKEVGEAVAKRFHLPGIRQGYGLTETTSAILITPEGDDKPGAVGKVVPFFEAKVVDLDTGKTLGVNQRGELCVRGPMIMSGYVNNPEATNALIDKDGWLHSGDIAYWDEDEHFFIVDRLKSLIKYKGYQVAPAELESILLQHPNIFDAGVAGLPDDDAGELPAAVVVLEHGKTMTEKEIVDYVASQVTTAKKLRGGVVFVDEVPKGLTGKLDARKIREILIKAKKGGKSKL
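Purified P. pyralis luciferase, 10 nM final, with Km-level 10 uM D-luciferin and 10 uM ATP in 50 mM Tris acetate pH 7.5, 10 mM Mg acetate, 0.01% Tween-20, 0.05% BSA; 6-point qHTS titration about 60 µM downward; luminescence read.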
Rab9 promoter act: qHTS Assay for Rab9 Promoter Activators. Huh7 Rab9 promoter-luciferase reporter, luminescence, 24 h. Potency, µM (doses to about 9.22 µM), inactives show at the highest dose activation, negative = inhibition, actives largely listed as activators. 2.8% of 320,000 active; further: % of control where 0% means no effect; nearly all actives have a fitted effect of over 60% in size
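Huh7 reporter line, Rab9 promoter upstream of luciferase. Compound exposure 24 h at 37 °C in reduced-serum medium with 10% FBS. Read-out: luminescence.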
ELG1 genotoxic: qHTS screen for small molecules that induce genotoxicity in human embryonic kidney (HEK293T) cells expressing luciferase-tagged ELG1. Potency, µM (highest dose often 46 µM), inactives show at the highest dose activity change, positive = activation, actives largely listed as activators. 1.3% of 330,000 active. HEK293T ELG1-luciferase reporter, luminescence, 16 h. AID 504466, 2011; further: % of control where 0% means no effect; nearly all actives have a fitted effect of over 60% in size
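Cells (2,000/well) expressing the ELG1-luciferase fusion are dosed by pin tool and kept 16 hr at 37 °C, 5% CO2. Signal comes from ONE-Glo luciferase reagent after 30 min at room temperature.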
VP16 counter: VP16 counterscreen qHTS for inhibitors of ROR gamma transcriptional activity; Drosophila S2 Gal4-VP16 UAS-luciferase, luminescence, 20 h; Potency, µM (titrated, usually from 53.6 µM), for the others: at the highest dose activity, negative = inhibition, most hits filed as inhibitors; 3.5% of 310,000 active;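 further: Gal4-VP16 expression switched on by copper sulfate through the metallothionein promoter; on the % scale 0 is the no-effect control and ±100 the full control effect; nearly all actives have a fitted effect of over 50% in size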
NPC1 promoter act: qHTS Assay for NPC1 Promoter Activators; Huh7 NPC1 promoter luciferase reporter, 24 h; Potency, µM (highest dose often 9.22 µM), for the others: at the highest dose activation, actives largely listed as activators; 2.4% of 320,000 active;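 further: % of control where 0% means no effect; nearly all actives have a fitted effect of over 60% in size; reporter is driven by a mutant NPC1 promoter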
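Luminescence read-out of NPC1 promoter-driven luciferase in stably transfected Huh7 cells; compounds delivered in DMSO and left 24 h at 37C, 5% CO2, qHTS titration format.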
RORg inh: qHTS for inhibitors of ROR gamma transcriptional activity | Potency, µM (highest dose often 53.6 µM), inactives show at the highest dose activity change, negative = inhibition, actives largely listed as inhibitors | Drosophila S2 Gal4-RORgamma UAS-luciferase reporter, 20 h | Nuclear receptor ROR-gamma (Mus musculus), P51450 | 5.4% of 310,000 active; further: on the % scale 0 is the no-effect control and ±100 the full control effect; nearly all actives have a fitted effect of over 60% in size
Target sequence (P51450 whole entry, looked up, the tested form may be a part): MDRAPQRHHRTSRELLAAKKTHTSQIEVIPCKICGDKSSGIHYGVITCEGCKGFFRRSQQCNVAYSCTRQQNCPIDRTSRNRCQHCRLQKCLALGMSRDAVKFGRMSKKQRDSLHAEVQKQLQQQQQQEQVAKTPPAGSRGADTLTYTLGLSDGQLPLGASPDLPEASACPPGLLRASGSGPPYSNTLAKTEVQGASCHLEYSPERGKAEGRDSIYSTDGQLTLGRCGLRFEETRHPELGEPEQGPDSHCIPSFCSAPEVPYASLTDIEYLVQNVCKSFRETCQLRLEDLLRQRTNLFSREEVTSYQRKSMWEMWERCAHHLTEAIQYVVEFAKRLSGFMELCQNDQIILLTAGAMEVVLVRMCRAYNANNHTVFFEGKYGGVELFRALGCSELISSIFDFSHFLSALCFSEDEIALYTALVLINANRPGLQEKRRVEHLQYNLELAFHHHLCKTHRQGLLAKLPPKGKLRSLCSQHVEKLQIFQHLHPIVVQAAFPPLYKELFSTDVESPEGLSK
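Read-out: Photinus luciferase luminescence; inhibitors lower reporter signal. Insect Schneider cells with Gal4-ROR gamma fusion under metallothionein promoter, UAS reporter; 700 uM final copper sulfate induction, 20 hr, ambient temperature.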
MBNL1-CUG inh: qHTS Assay for Inhibitors of MBNL1-poly(CUG) RNA binding. 0.036% of 280,000 active. TR-FRET MBNL1-His/biotin-(CUG)12 binding, 665/545 ratio. Muscleblind-like protein 1 (Homo sapiens), Q9NR56. Potency, µM (top dose mostly 57.5 µM), inactives show top-dose activity change, negative = inhibition, hits mostly inhibitors. AID 2675, 2010; active means well fitted inhibition curve with a large enough effect in the signal ratio, with a control signal flat, not every such curve was filed as active; inconclusive means small, poorly fitted or top-dose-only effect, or effect the other way, or a change in a side signal; inactive means no such curve, though single readings can be large or run the other way; the % refers to the signal ratio; further: on the % scale 0 is the no-effect control and ±100 the full control effect
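Compounds (final 92 nM to 58 uM) are added to His-tagged MBNL1 and biotin-(CUG)12, then terbium anti-His antibody and streptavidin-XL665 (5 nM final). After 60 min at room temperature, the 665/545 nm ratio is read.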
p53 reactivation: qHTS assay for re-activators of p53 using a Luc reporter. H1299 p53-A138V BP100-luciferase reporter, luminescence, 24 h. Potency, µM (top dose mostly 92.2 µM), for the others: top-dose activity change, positive = activation, usual class: activators. 0.063% of 320,000 active. AID 504706, 2011; further: % of control where 0% means no effect; nearly all actives have a fitted effect of over 45% in size
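H1299 (p53-null), stable ts p53-A138V + BP100-Luc; 1000 cells/well, Opti-MEM/10% FBS; cpd 4 pt, 1:5; 24 h, 37 deg C, 5% CO2; detection reagent 10 min RT; luminescence.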
* = called active by the depositor; ? = inconclusive; · = not tested or not shown; [ ] = remark or other dose. Unless noted, the call rests on the fitted dose curve; in most records, active means well fitted curve in the direction sought with a large enough effect; inconclusive means small, poorly fitted or top-dose-only effect, or another doubt; inactive means no such curve, though single readings can be large; an effect the other way counts as inactive or inconclusive. Potency means the concentration at half of the fitted maximal effect.

SMILES | BRCA1 expr act | uPA generation | FLuc counter | Rab9 promoter act | ELG1 genotoxic | VP16 counter | NPC1 promoter act | RORg inh | MBNL1-CUG inh | p53 reactivation
COc1ccc(N2CSC3=C(C#N)C(c4cccc(OC)c4OC)CC(=O)N3C2)cc1 (stereo not given) | 26% | -24% | ? | 1% | 2% | 1% | 7% | -45% | 21% | 6%
COc1cc(C(=O)Nc2ccc(S(=O)(=O)Nc3onc(C)c3C)cc2)cc(OC)c1OC | -13% | 4% | -2% | 5% | 0% | -10% | 6% | -7% | -9% | -12%
CCCCCCCNC(=O)C1(CC2CC(c3ccc(Cl)cc3)=NO2)CCN(C(=O)OC(C)(C)C)CC1 (stereo not given) | -26% | 9% | 1% | 3% | -4% | 2% | -3% | 38% | 1% | ·
CCOc1ccccc1NC1=CC(=O)CC(c2ccccc2)C1 (stereo not given) | -58% | -13% | -3% | 4% | -2% | -2% | -19% | 3% | -11% | -1%
Cc1ccc(N2C(=O)N(CC(=O)Nc3cccc(Cl)c3)C(=O)C2C)cc1 (stereo not given) | -12% | 4% | -18% | -3% | 1% | · | 1% | · | · | 6%
CCOC(=O)CSc1nnc(N)s1 | 2% | -3% | -1% | -1% | 0% | -15% | -4% | -3% | -2% | -3%
CCOC(=O)N1CCN(CC(O)COc2c(OC)cccc2OC)CC1 (stereo not given) | -23% | 1% | 2% | -3% | 1% | -5% | -4% | -14% | -11% | -3%
COc1ccc(Cl)cc1NC(=S)NCc1ccco1 | 5% | · | 4% | 0% | -6% | ? | -2% | 18µM* | -8% | 1%
CN1CCN(C(=S)c2ccc(-c3cccc(Cl)c3Cl)o2)CC1 | 73% | -4% | 4.8µM* | ? | ? | -3% | ? | -22% | 4%[11.5 µM] | ?
COc1ccc(/C(CC2(O)C(=O)Nc3ccccc32)=N\O)cc1 (stereo not given) | -11% | 4% | 0% | -6% | 0% | -4% | 2% | 1% | -7% | -2%
Cc1cc(NC(=O)CSCC(=O)N(c2ccc(F)cc2)C(C(=O)NC2CCCCC2)c2ccc(O)c(O)c2)no1 (stereo not given) | -49% | 7% | 3% | -3% | -3% | -5% | 1% | 5% | · | -2%
O=C(COc1ccc2ccccc2c1)N1CCN(C(=O)c2ccco2)CC1 | -15% | -4% | -13% | 0% | -3% | 18% | -8% | 38% | 8% | 3%
COc1cc(C(=O)N/N=C/c2ccc(OC(=O)c3cccc(C)c3)c(OC)c2)ccc1O | 9% | -10% | -1% | 7% | 13% | -3% | -6% | 13% | -2% | -6%
COc1ccc(NC(=O)CN2C(=O)NC3(CCCC3)C2=O)cc1 | 40% | -2% | -1% | 5% | 6% | -7% | ? | 19% | -1% | 11%
O=C(/C=C/c1ccccc1[N+](=O)[O-])Nc1cccnc1 | 19% | -4% | 15µM* | 2.8µM* | 11% | -6% | ? | ? | ? | ?
CC(=O)NCCc1nc2ccccc2n1Cc1cc(C)ccc1C | 0% | 1% | -2% | -4% | 0% | 2% | ? | -9% | -12% | -1%
CCCn1c(N)c(C(=O)COC(=O)c2cccc(S(=O)(=O)N3CCOCC3)c2)c(=O)[nH]c1=O | 33% | -6% | -2% | -1% | -3% | · | -1% | · | · | -4%
CC(=O)c1ccc(OCC(O)CNCc2ccc3c(c2)OCO3)cc1 (stereo not given) | -26% | -7% | 0% | -1% | 3% | 7% | 1% | 1% | -10% | 1%
Cc1cccc(OCCOc2ccccc2C=C(C#N)C#N)c1 | 9% | -10% | ? | 2% | ? | -82% | 13% | ? | · | ?
COc1ccc(/C=C/C(=O)NCc2cccnc2)cc1 | 12% | 2% | ? | -2% | 5% | 0% | 5% | 21% | 4% | 8%
O=C(CC1C(=O)NCCN1Cc1ccccc1)NCCC1=CCCCC1 (stereo not given) | 0% | -1% | 3% | -1% | 2% | -1% | -12% | 0% | 2% | -1%
Cc1ccc(OCCC(=O)N(Cc2ccccc2)c2c(N)n(Cc3ccccc3)c(=O)[nH]c2=O)cc1 | -50% | -10% | 4% | -2% | 1% | · | -8% | · | · | -9%
O=C(NC1CCCCC1)c1ccc(-c2ccccc2F)o1 | 65% | -13% | · | · | ? | · | · | · | · | ?
CCCN(Cc1nnc(-c2cccs2)o1)C(=O)c1cccc(S(=O)(=O)N2CCOCC2)c1 | 1% | -5% | 0% | 1% | -2% | · | -1% | · | · | 10%
CC(C)C(C(=O)C=[N+]=[N-])N1C(=O)c2ccccc2C1=O (stereo not given) | -6% | 4% | 0% | 23% | 0% | 0% | 6% | -1% | 2% | -2%

Pulled one by one from the entries so far (4):
SMILES | BRCA1 expr act | uPA generation | FLuc counter | Rab9 promoter act | ELG1 genotoxic | VP16 counter | NPC1 promoter act | RORg inh | MBNL1-CUG inh | p53 reactivation
CCCCCCCNC(=O)C1(CC2CC(c3ccc(Cl)cc3)=NO2)CCN(C(=O)OC(C)(C)C)CC1 (stereo not given) | -26% | 9% | 1% | 3% | -4% | 2% | -3% | 38% | 1% | ·
CC(=O)NCCc1nc2ccccc2n1Cc1cc(C)ccc1C | 0% | 1% | -2% | -4% | 0% | 2% | ? | -9% | -12% | -1%
COc1ccc(/C(CC2(O)C(=O)Nc3ccccc32)=N\O)cc1 (stereo not given) | -11% | 4% | 0% | -6% | 0% | -4% | 2% | 1% | -7% | -2%
O=C(/C=C/c1ccccc1[N+](=O)[O-])Nc1cccnc1 | 19% | -4% | 15µM* | 2.8µM* | 11% | -6% | ? | ? | ? | ?

Continued.
SMILES | BRCA1 expr act | uPA generation | FLuc counter | Rab9 promoter act | ELG1 genotoxic | VP16 counter | NPC1 promoter act | RORg inh | MBNL1-CUG inh | p53 reactivation
CCOc1ccccc1C(=O)NC(C(=O)NCc1ccc(F)cc1)C(C)C (stereo not given) | 0% | -4% | 5% | -7% | -13% | -4% | -4% | 4% | 7% | 3%
CCN(CC)CCN1C(=O)C(O)=C(C(=O)c2cc3cccc(OC)c3o2)C1c1cccs1 (stereo not given) | 5% | 6% | 1% | 0% | 1% | -7% | 1% | 4% | 78%[activator] | -3%
C/C(=N\NC(=O)CNc1cccc2ccccc12)c1ccc(Br)s1 | -58% | 1% | -1% | -10% | 9% | ? | 1% | -40% | · | -3%
CCC(CC)C(=O)NN(C(=O)c1ccncc1)C1CC(=O)N(c2ccccc2)C1=O (stereo not given) | -2% | 1% | 1% | -1% | -1% | 4% | -1% | 2% | · | 3%
COc1ccc(S(=O)(=O)NN(C)C)cc1N(C)S(=O)(=O)c1ccc(Cl)cc1 | -7% | 25% | 6% | 1% | 2% | 3% | 1% | -7% | -8% | -6%
COc1ccc(CCNC(=O)c2ccc(NS(=O)(=O)c3ccc4[nH]c(=O)[nH]c4c3)cc2)cc1OC | 5% | 2% | -1% | -5% | 5% | -3% | 0% | 2% | -9% | 1%
COc1ccc(/C=N/OCc2nc3c4c(ncn3n2)Oc2ccc3ccccc3c2C4c2ccccc2)cc1 (stereo not given) | 6% | 1% | 4% | 8% | -3% | -10% | -4% | -3% | -29% | 1%
O=C1NCCN/C1=C\C(=O)c1cccc(Br)c1 | 11µM* | 0% | ? | ? | ? | 18% | ? | 25% | ? | 3%
Cc1nc(SCC(=O)Nc2cccnc2Cl)nc(C)c1C | 2% | 14% | 3% | 0% | 3% | 11% | -2% | -8% | -7% | -3%
CCCN(CCC)CC(O)Cn1cc(/C=C/C(=O)c2cccs2)c2ccccc21 (stereo not given) | -69% | ? | -11% | 2% | 2% | ? | 1% | -36% | 17% | 15%
O=C(CSc1nc(C2CC2)nc2ccccc12)N1CCCCC1 | -23% | -8% | -6% | -1% | -22% | 4% | -4% | 32% | 11% | 10%
CCOC(=O)C1=C(C)NC2=C(C(=O)OC2)C1c1ccccc1 (stereo not given) | -23% | -15% | 6% | 1% | -3% | -26% | -24% | ? | 4% | 0%
O=C(NNc1nc(-c2ccccc2)cs1)c1ccco1 | 4% | -2% | ? | 0% | 11% | 5µM* | 3% | 3.5µM* | -9% | 11%
Cc1cccc(-c2noc(CNC(=O)Nc3ccc(F)cc3)n2)c1 | -1% | 4% | -8% | -1% | 1% | 11% | -1% | 4% | 3% | -5%
